Bioassay records from PubChem BioAssay.
DAX1 inh-1: DAX1 (NR0B1) inhibitors, primary screen, cell-based, HEK293, Gal4-DAX1, luciferase luminescence; 340,000 tested, 0.99% active; Nuclear receptor subfamily 0 group B member 1 (Homo sapiens), P51843; HEK293 Gal4-DAX1 luciferase reporter; inhibition, % at 6.75 µM; AID 504766, 2011;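 active means inhibition above the mean over all tested compounds plus 3 SD, cut at about 4.2% in these data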;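 further: 0% = DAX1-transfected cells with DMSO and 100% = empty-vector control cells with DMSO; inhibition shows as a rise in luminescence from relieved DAX1 repression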
ssDAF12 agonist: S. stercoralis DAF-12 nuclear receptor activators, primary screen, cell-based, luminescence, HEK293, GRIP1 co-expression, lit1-tk-luc. HEK293 ssDAF-12/GRIP1 lit1-tk-luc reporter; % of 3 µM dafachronic acid response. 370,000 tested, 1% active. Nuclear hormone receptor DAF-12 (Strongyloides stercoralis). activation, % at 6.8 µM. AID 652126, 2013;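 active means activation above the mean over all tested compounds plus 3 SD, cut at about 0.9% in these data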;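 further: 0% = DMSO-only wells and 100% = 3 µM delta7-dafachronic acid wells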
PLCb3 inh: human PLC-beta3 inhibitors, primary screen, biochemical, fluorescence. 1-phosphatidylinositol 4,5-bisphosphate phosphodiesterase beta-3 (Homo sapiens), Q01970. Purified PLC-beta3, fluorogenic substrate. 370,000 tested, 0.18% active. inhibition, % at 12.2 µM; in the data active means inhibition above about 11%;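 further: 0% = median of compound wells on plate and 100% = full blocker control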
Target sequence (Q01970 whole entry, looked up): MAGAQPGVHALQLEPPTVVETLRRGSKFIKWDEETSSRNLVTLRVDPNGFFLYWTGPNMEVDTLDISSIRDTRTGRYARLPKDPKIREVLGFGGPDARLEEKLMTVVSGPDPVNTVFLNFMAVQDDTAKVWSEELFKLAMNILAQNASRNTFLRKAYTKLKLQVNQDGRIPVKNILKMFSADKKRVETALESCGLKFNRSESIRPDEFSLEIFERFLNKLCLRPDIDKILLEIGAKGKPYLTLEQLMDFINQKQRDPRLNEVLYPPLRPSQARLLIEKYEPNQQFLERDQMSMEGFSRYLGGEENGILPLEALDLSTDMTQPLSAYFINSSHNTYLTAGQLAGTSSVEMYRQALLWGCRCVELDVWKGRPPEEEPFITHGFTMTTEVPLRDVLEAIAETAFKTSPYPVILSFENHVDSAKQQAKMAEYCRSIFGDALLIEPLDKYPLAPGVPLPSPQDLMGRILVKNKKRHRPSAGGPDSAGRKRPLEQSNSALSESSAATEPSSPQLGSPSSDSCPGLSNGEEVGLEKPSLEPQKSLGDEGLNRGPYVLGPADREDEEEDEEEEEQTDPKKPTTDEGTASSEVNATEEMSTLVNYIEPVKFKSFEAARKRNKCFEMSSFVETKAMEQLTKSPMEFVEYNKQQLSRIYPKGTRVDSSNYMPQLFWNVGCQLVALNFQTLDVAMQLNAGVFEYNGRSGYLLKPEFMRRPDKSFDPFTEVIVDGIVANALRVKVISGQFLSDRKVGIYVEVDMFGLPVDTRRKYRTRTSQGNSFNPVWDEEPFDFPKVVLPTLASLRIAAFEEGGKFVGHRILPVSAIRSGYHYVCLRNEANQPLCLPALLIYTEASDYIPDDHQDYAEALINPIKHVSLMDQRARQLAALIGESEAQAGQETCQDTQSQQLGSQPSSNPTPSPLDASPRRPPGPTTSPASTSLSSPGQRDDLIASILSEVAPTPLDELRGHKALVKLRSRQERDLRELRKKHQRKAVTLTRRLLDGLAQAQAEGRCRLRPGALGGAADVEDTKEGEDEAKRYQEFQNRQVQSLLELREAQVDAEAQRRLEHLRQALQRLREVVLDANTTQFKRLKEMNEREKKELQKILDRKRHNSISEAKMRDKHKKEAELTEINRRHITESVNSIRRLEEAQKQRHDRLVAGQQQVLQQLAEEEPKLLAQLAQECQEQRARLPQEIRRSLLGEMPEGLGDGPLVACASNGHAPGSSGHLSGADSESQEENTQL
hcDAF12 agonist: H. contortus DAF-12 nuclear receptor activators, primary screen, cell-based, luminescence, HEK293, lit1-tk-luc reporter. HEK293 hcDAF-12 lit1-tk-luc reporter; 0% DMSO, 100% Δ7-dafachronic acid. 370,000 tested, 1.4% active. activation, % at 6.8 µM;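 active means activation above the mean of all tested compounds plus 3 SD, cut at about 5.5% in these data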;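 further: 100% = response to 3 µM Δ7-dafachronic acid high control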
MBD2 DNA inh: inhibitors of MBD2 binding to methylated DNA, primary screen, biochemical, TR-FRET, DNA-binding domain, human; inhibition, % at 4.4 µM; 370,000 tested, 0.31% active; MBD2 binding to methylated oligonucleotide; Methyl-CpG-binding domain protein 2 (Homo sapiens), Q9UBB5; in the data active means inhibition above about 13%
SMARCA2 activ: SMARCA2 (BRM) function activators, primary screen, cell-based, luminescence, high throughput | MG213 cells, MMTV-luciferase reporter, dexamethasone, overnight | activation, % at 9.1 µM | 370,000 tested, 1% active; in the data active means activation above about 7.8%;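 further: 0% = vehicle wells and 100% = reference activator wells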
Rev-erbA mod: modulators of Rev-erb alpha DNA binding, primary screen, biochemical, FITC-DNA, fluorescence polarization, uHTS; activity, % at 10 µM; AID 1259318, 2017; Rev-erbα–FITC-DNA binding, 90 min; 370,000 tested, 0.79% active; Nuclear receptor subfamily 1 group D member 1 (Homo sapiens), P20393;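 active means activity above about 14%, limit read from the data; passing the limit was not always enough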;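 further: 0% = DMSO wells with 35 nM protein and 100% = DMSO wells with 750 nM protein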
ADAM17 inh: ADAM17 inhibitors, primary screen, biochemical, QFRET | recombinant ADAM17, EDANS/DABCYL FRET peptide cleavage | inhibition, % at 6.95 µM | 370,000 tested, 0.83% active;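 active means inhibition above the mean of compounds lying between control limits plus 3 SD, set per campaign, cut at about 8.5% in these data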;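 further: 0% = DMSO-only wells as the low control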
DAX1 inh-2: DAX1 (NR0B1) inhibitors on StAR promoter, primary screen, cell-based, luminescence, SF-1 (NR5A1), full-length DAX-1; inhibition, % at 6.8 µM; HEK293T StAR-luciferase reporter, SF-1/DAX-1 repression relief; 370,000 tested, 1.1% active; AID 652010, 2013;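 active means inhibition above the mean over all tested compounds plus 3 SD, cut at about 3.6% in these data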;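 further: 0% = DAX-1 cells with DMSO and 100% = cells lacking DAX-1 with DMSO; higher inhibition means more luminescence from relief of DAX-1 repression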
PLCg1 inh: PLC-gamma1 enzyme inhibitors, primary screen, biochemical, fluorescence, purified enzyme; AID 720700, 2013; 1-phosphatidylinositol 4,5-bisphosphate phosphodiesterase gamma-1 (Homo sapiens), P19174; inhibition, % at 12.2 µM; 370,000 tested, 0.84% active; fluorogenic substrate; in the data active means inhibition above about 9.5%
hgDAF12 agonist: H. glycines DAF-12 receptor agonists, primary screen, cell-based, luminescence, HEK293, GAL4 fusion, UAS-luciferase; HEK293 GAL4-hgDAF12 UAS-luciferase reporter, agonist luminescence; normalized to butyrate control; Nuclear hormone receptor DAF-12 (Heterodera glycines), GAL4 fusion; activation, % at 6.8 µM; 370,000 tested, 1.8% active;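 active means activation above a cutoff set at the mean of all screened compounds plus 3 SD, cut at about 10% in these data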;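 further: 0% = DMSO wells and 100% = sodium butyrate wells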
Numbers without * were called inactive; nt = not tested or not shown. Random draw from the library; 7.4% or so of the library scored in one or more.

Structure	DAX1 inh-1	ssDAF12 agonist	PLCb3 inh	hcDAF12 agonist	MBD2 DNA inh	SMARCA2 activ	Rev-erbA mod	ADAM17 inh	DAX1 inh-2	PLCg1 inh	hgDAF12 agonist
Cc1cnc(C(=O)N2CCN(S(=O)(=O)c3ccc(F)c(F)c3F)CC2)cn1	-0.6	-1.4	-6	-2.0	3	-2	-9	-3	0.8	-2	0.6
COc1ccc(/C=C/CN2CCN(Cc3ccc(F)cc3)C(CCO)C2)cc1 (stereo unspecified)	1.1	-1.0	-4	-2.2	-3	0	0	1	-0.3	3	-1.6
COc1ccc(S(=O)(=O)N(CC(=O)N2CCN(c3ccccc3)CC2)c2ccccc2)cc1	0.3	0.1	4	0.8	0	-2	5	-2	0.9	7	0.8
CCCCNC(=O)c1onc(CSc2ccc(C)c(C)c2)c1C(=O)O	-0.2	-0.5	-6	0.2	2	2	-2	-2	0.0	-5	1.4
O=C(NCCc1ccccc1)c1ccc2c(c1)OCCCO2	-3.7	-3.1	-1	-7.8	0	-9	-1	-1	-2.2	0	-16
CCOC(=O)CC(NC(=O)c1cccc2c1C(=O)N(Cc1cccnc1)C2)c1ccc(OCC)c(OC)c1 (stereo unspecified)	-0.5	-1.9	-2	-1.7	-2	0	1	-1	-0.5	1	-4.5
Cc1c(C(=O)NCc2ccc3c(c2)OCO3)oc2ccccc12	0.4	-1.1	-1	-0.5	3	4	0	2	-0.2	0	0.9
CC(C)(C)c1ccc2c(c1)OC(C(=O)N/N=C\c1ccc(-c3cccc(C(=O)O)c3)o1)CO2 (stereo unspecified)	1.9	-0.6	-16	0.9	2	4	1	-13	0.1	-11	3.0
COC(=O)N1CCCCC1c1cc(C(=O)Nc2ccccc2Cl)no1 (stereo unspecified)	nt	-1.6	3	-0.6	-1	-2	5	1	0.3	3	-0.2
CCCN(CCC)C(=O)Cn1ccc(=N)c2ccccc21	0.1	-1.4	2	-0.8	3	0	0	1	0.1	1	-0.4
CCc1ccc(-c2c(C)sc(NC(C)=O)c2C(N)=O)cc1	0.6	-2.0	1	-3.7	-5	-3	-1	2	-1.4	2	-4.6
Cc1n[nH]c(C)c1CCNC(=O)C1CCC(=O)N(Cc2ccccc2F)C1 (stereo unspecified)	0.2	-1.2	-3	-1.1	-2	1	17*	-3	0.7	3	-1.8

Brought forward from above: 5 compounds; new compounds follow.
Structure	DAX1 inh-1	ssDAF12 agonist	PLCb3 inh	hcDAF12 agonist	MBD2 DNA inh	SMARCA2 activ	Rev-erbA mod	ADAM17 inh	DAX1 inh-2	PLCg1 inh	hgDAF12 agonist
CC(C)(C)c1ccc2c(c1)OC(C(=O)N/N=C\c1ccc(-c3cccc(C(=O)O)c3)o1)CO2 (stereo unspecified)	1.9	-0.6	-16	0.9	2	4	1	-13	0.1	-11	3.0
COC(=O)N1CCCCC1c1cc(C(=O)Nc2ccccc2Cl)no1 (stereo unspecified)	nt	-1.6	3	-0.6	-1	-2	5	1	0.3	3	-0.2
CCCN(CCC)C(=O)Cn1ccc(=N)c2ccccc21	0.1	-1.4	2	-0.8	3	0	0	1	0.1	1	-0.4
CCc1ccc(-c2c(C)sc(NC(C)=O)c2C(N)=O)cc1	0.6	-2.0	1	-3.7	-5	-3	-1	2	-1.4	2	-4.6
Cc1n[nH]c(C)c1CCNC(=O)C1CCC(=O)N(Cc2ccccc2F)C1 (stereo unspecified)	0.2	-1.2	-3	-1.1	-2	1	17*	-3	0.7	3	-1.8
Cc1cc(C)c(N(C(=O)CN2C(=O)c3ccccc3S2(=O)=O)C(C(=O)NCC2CCCO2)c2ccc(F)cc2)c(C)c1 (stereo unspecified)	-0.2	-1.7	3	-1.0	-4	-2	-1	1	-0.8	4	-3.3
Cc1ccc(-c2nc(CS(=O)(=O)CC(=O)N3CCOCC3)c(C)o2)cc1	0.3	-1.2	-6	-0.3	0	-2	5	-2	-0.1	-2	0.6
C=CCn1c(-c2sc(-c3ccccc3)nc2C)n[nH]c1=S	0.5	-1.2	-365	0.3	4	-4	-6	-19	0.6	-212	3.3
COc1ccc(C2C(C(=O)c3cccs3)=C(O)C(=O)N2c2cccc(C)n2)cc1 (stereo unspecified)	-2.9	-0.7	-12	0.8	-2	6	6	-4	-0.6	-1	2.2
Cc1ccc(C(=O)NC(=S)NCc2ccco2)cc1	-0.5	-0.8	-3	1.5	0	3	-4	0	0.1	-4	5.5
Cc1cc(OCCN2CCCC2)cc(C(C)C)c1	-0.2	-1.3	2	0.5	-3	3	1	1	0.1	5	-1.3
Cc1ccc(C2CC(=O)C=C(NCc3ccccc3)C2)cc1 (stereo unspecified)	0.0	-1.1	-6	-1.8	-4	-2	5	-1	-1.1	-1	-0.2
O=C(Cn1cnc([N+](=O)[O-])n1)c1ccccc1	0.5	-1.1	-7	-0.9	3	-2	5	-4	-0.3	-4	-0.9
C=CCc1cc(CN2CC(C)OC(C)C2)c(O)c(OC)c1 (stereo unspecified)	-0.5	-1.0	6	-2.5	-1	2	3	0	-1.5	2	-4.7
CC(=O)c1cccc(OCc2cc(C(=O)N3CC4C[C@@H]5CC3C[C@H](C4)C5)no2)c1	-0.5	-1.5	-5	-1.8	0	2	-7	2	-4.8	0	-3.7
CN(C(=O)c1ccc(Cl)cc1)C1CCS(=O)(=O)C1 (stereo unspecified)	-0.5	-1.4	-5	-2.2	-2	-2	1	-64	0.6	0	0.4
Cc1cccc(N2CCN(C(=O)c3ccccc3OCc3c(C)noc3C)CC2)c1C	-0.3	-1.2	-4	-2.8	0	0	0	2	1.2	-1	3.3
O=C(NCCC(=O)N1CCN(S(=O)(=O)c2ccc(Cl)cc2)CC1)Nc1ccccc1	-1.1	-1.1	-4	-0.8	-2	1	0	-1	-2.2	0	3.1
Cc1ccn2cc(-c3ccc4c(c3)NC(=O)CO4)nc2c1	1.1	-0.9	-12	1.4	3	4	-5	-18	5.3*	-9	11*
O=C(Nc1ccccc1)Nc1cc(S(=O)(=O)N2CCOCC2)ccc1N1CCCC1	-0.7	-0.8	-2	-2.5	4	-3	2	-1	-0.5	-7	-0.8
CC(C)CNC(=S)Nc1ccc(F)cc1	-1.1	-0.8	3	-2.3	-6	0	5	4	0.0	-1	3.2
COc1ccc(-c2cc(-c3ccco3)[nH]c(=O)c2C#N)cc1	2.4	0.0	-136	-0.9	-2	-1	-7	-90	-0.4	-91	2.1
O=C(NCc1ccccn1)c1ccc(NS(=O)(=O)c2cccc([N+](=O)[O-])c2)cc1	0.7	-0.8	-4	0.8	1	-1	-1	-3	1.4	3	-0.5
Cc1ccccc1CN(c1ccc(C(=O)Nc2ccccc2C(=O)N2CCCC2)cc1)S(C)(=O)=O	-0.2	-1.3	-1	0.9	2	-5	-4	3	-0.9	9	-0.2
CS(=O)(=O)N(CC(=O)NCc1ccc2c(c1)OCO2)c1ccc(Cl)cc1	0.9	-0.1	1	-0.8	4	-3	-3	-2	1.1	4	3.3
CCC(=O)Oc1ccc(NC(=O)c2ccc(S(=O)(=O)N3CCCC3)cc2)cc1	-1.4	-1.1	-1	-1.3	2	-3	-5	-3	-0.1	-1	-0.2
CC(C)NC(=O)c1cc(-c2ccc3c(c2)OCO3)on1	1.9	-0.3	-7	6.6*	0	3	-5	-1	2.9	-6	14*
COC(=O)c1c(-c2ccc(SC)cc2)sc2ccc(OC)cc12	0.7	0.8	-138	3.7	-2	3	3	-14	1.0	-128	7.8
COc1cc(/C=N\NC(=O)c2ccc(Cn3cc(Br)c([N+](=O)[O-])n3)o2)cc(OC)c1O	0.4	-0.6	8	-1.5	-4	-2	-5	5	-0.9	7	-0.4
CCCn1c(C(C)Nc2nc(-c3ccc(C)cc3)cs2)nc2ccccc21 (stereo unspecified)	0.1	-0.3	-3	2.7	-2	2	0	-1	-0.3	-2	-0.8
O=C(N/N=C/c1ccc(N2CCOCC2)cc1)c1ccncc1	-0.5	-1.3	-22	-2.6	-4	-3	-6	-3	-0.8	-7	-0.6
S=c1[nH]nc(COc2ccccc2)n1/N=C/c1cccc(Cl)c1Cl	0.7	-0.8	-22	-1.9	0	-1	10	-6	-0.1	1	1.3
Cc1cc(S(=O)(=O)NC2CCCCC2)c(C)s1	0.5	-0.8	1	-0.7	0	-6	1	-2	0.6	-1	0.2
CCOC(=O)Cc1csc(NC(=O)COc2ccccc2)n1	1.6	-0.8	6	-1.3	2	-4	2	10.0*	-1.2	11*	2.8
